# Compound activity: PubChem, National Center for Advancing Translational Sciences (NCATS)
# HCV inh: blocks hepatitis C virus; AID 651820; Potency, µM (top dose mostly 41.8 µM), inactives show top-dose activity change, negative = inhibition, actives largely listed as inhibitors; Huh7.5.1 HCVcc-Cre infection, luciferase reporter, 44 h; actives 3.4% (n = 340,000); also: potency is read from the fitted curve at half-maximal effect; % is scaled to controls: 0 for no effect and ±100 for the full control effect
#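 Infectious HCVcc-Cre (~0.5 moi) was added to cells just after compound, with cells seeded 4 h earlier at 1,000 per well. Luciferase activity after 44 h culture reported infection; substrate was incubated 15 min at room temperature before reading.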
# Pf growth 48h: inhibits P. falciparum growth in the first generation, 48 h. P. falciparum luciferase growth in erythrocytes, 48 h. Potency, µM (titrated, usually from 28.7 µM), without a hit: at the top dose activity change, negative = inhibition, usual class: inhibitors. AID 504832. actives 5.9% (n = 310,000); also: potency is read from the fitted curve at half-maximal effect; % is scaled to controls: 0 for no effect and ±100 for the full control effect
#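 Compounds are pin-transferred into medium, infected erythrocytes (2% hematocrit, 0.1% parasitemia final) are added, and plates sit one parasite generation at 37 C in 5% CO2. Detection reagent is then added and luminescence measured.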
# Pf growth 96h: inhibits malaria parasite growth, 96 h; P. falciparum luciferase reporter growth, 96 h; Potency, µM (series often up to 28.7 µM), without a hit: at the highest dose activity change, negative = inhibition, usual class: inhibitors; AID 504834; actives 6.9% (n = 320,000); also: potency is read from the fitted curve at half-maximal effect; % is scaled to controls: 0 for no effect and ±100 for the full control effect
#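 Infected RBCs, 2% Hct / 0.05% parasitemia final; luciferase-reporter P. falciparum; cpd 96 h, 37 C, 5% CO2; luciferase detection reagent; luminescence.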
# Giardia FBPA inh: inhibitors of Giardia lamblia fructose-1,6-bisphosphate aldolase | purified Giardia FBPA | Potency, µM (doses to about 59.6 µM), for the others: at the highest dose activity, negative = inhibition, hits mostly inhibitors | AID 2451 | A8B2U2 | actives 0.71% (n = 290,000); also: potency is read from the fitted curve at half-maximal effect; % is scaled to controls: 0 for no effect and ±100 for the full control effect; nearly all actives have a fitted effect of over 55% in size
# Target sequence (A8B2U2 whole entry, looked up): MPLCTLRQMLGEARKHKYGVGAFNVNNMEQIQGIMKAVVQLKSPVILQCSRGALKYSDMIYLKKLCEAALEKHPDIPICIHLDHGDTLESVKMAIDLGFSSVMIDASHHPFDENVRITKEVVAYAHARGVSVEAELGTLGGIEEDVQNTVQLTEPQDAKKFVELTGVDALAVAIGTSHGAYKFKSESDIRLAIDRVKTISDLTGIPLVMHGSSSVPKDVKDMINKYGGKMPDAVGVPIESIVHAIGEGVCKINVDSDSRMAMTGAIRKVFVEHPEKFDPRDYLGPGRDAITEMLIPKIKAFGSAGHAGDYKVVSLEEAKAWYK
#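 40 nM FBPA preincubated 10 min at RT with compound (up to 57.5 uM final), then substrate plus GAPDH/TPI/NAD/arsenate coupling and diaphorase/resazurin added. Fluorescence read after 20 min at RT, 525/598 nm.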
# Shiga toxin inh: blocks Shiga toxin action in Vero cells; Vero cells, Shiga toxin protein synthesis inhibition reporter; inhibition, % at 38.7 µM; actives 9.2% (n = 290,000); AID 2315; in the data active = inhibition mostly above about 28%, no sharp cut-off; inactive = mostly below about 43%; also: 0% is about no effect
# CHX counter: counter-screen for Shiga toxin inhibitors: cycloheximide protein synthesis inhibition. cell reporter, cycloheximide protein synthesis inhibition counterscreen. max response, %. actives 12% (n = 300,000). AID 2314; in the data active = max response mostly above about 13%, no sharp cut-off; inactive = mostly below about 14%; also: read at 38.3 µM for the half of the compounds with a filed dose; 0% is about no effect
# Starred values were filed as active, the others as inactive; i = inactive; ? = inconclusive; / = no result given; & = joins results of further samples; [ ] = remark or other dose. Unless noted, calls follow the shape of the dose curve; as a rule, active = well fitted curve in the direction sought with a large enough effect; inconclusive = small, poorly fitted or top-dose-only effect, or another doubt; inactive = no such curve, though single readings can be large; an effect the other way counts as inactive or inconclusive. Rows are unselected (roughly 24% active in at least one column).
compound	Giardia FBPA inh	Pf growth 48h	CHX counter	Shiga toxin inh	HCV inh	Pf growth 96h
CCCn1c(N)c(C(c2ccc(C(=O)OC)cc2)N2CCN(c3ccccc3)CC2)c(=O)[nH]c1=O (stereo unspecified)	0%	?	6	10	1%	0%
COCCCNC(=O)CCn1c(=O)c2ccccc2n(CC(=O)Nc2ccccc2C)c1=O	0%	7%	-2	-9	0%	8%
CCOC(=O)c1[nH]c2ccc(OC)cc2c1NC(=O)CN1CCSCC1	5%	?	-6	3	-4%	5%[5.75 µM]
CC(=O)Oc1c(-c2ccc(Br)o2)oc2ccccc2c1=O	1%	?	13*	39	-16%	0%
COc1cc(C(=O)NCC(=O)NCCN2C(=O)S/C(=C\c3ccc4c(c3)OCO4)C2=O)cc(OC)c1OC	/	29%	/	/	?	?
CCCOc1ccc(CC(=O)NCCc2ccccc2)cc1OC	0%	9%	-2	/	6%	?
C#CCOc1c(Br)cc(/C=N/O)cc1OCC	-20%	/	-1	-13	2.2µM*	26%
CCOC(=O)c1nn(-c2ccc(Cl)cc2)c(=O)c(C#N)c1C	-4%	-18%	-2	/	-2%	1%
CC(C)n1cc(C(=O)N(CC(=O)NC(C)(C)C)Cc2ccccc2)cn1	3%	4%	-1	-5	?	-23%
Cc1ccc(S(=O)(=O)Nc2cc(=O)[nH]c(SCC(=O)Nc3cccc(C)c3)n2)cc1	-5%	1.9µM*	-2	-9	-4%	-1%
O=C(CCc1ccccc1)N1CCN(Cc2ccc(F)cc2Cl)CC1	-5%	?	1	-3	1%	154%[activator]
Cc1c(C#N)c(N)nc(Cl)c1C#N	2%	?	8	-15	-24%	-28%
CN(Cc1ccccc1)c1ncnc2sccc12	-3%	11%	-1	5	8.9µM*	-1%
CNn1cnc2ccsc2c1=O	6%	-11%	-2	6	5%	-25%
O=C(Cn1cnc2ccccc2c1=O)NCCC(=O)Nc1ccc2c(c1)OCO2	0%	3%	-1	-4	7%	2%

# Single records, as listed above. Order of values: Giardia FBPA inh, Pf growth 48h, CHX counter, Shiga toxin inh, HCV inh, Pf growth 96h
# Cc1ccc(S(=O)(=O)Nc2cc(=O)[nH]c(SCC(=O)Nc3cccc(C)c3)n2)cc1 in the list: -5%, 1.9µM*, -2, -9, -4%, -1%
# O=C(Cn1cnc2ccccc2c1=O)NCCC(=O)Nc1ccc2c(c1)OCO2 in the list: 0%, 3%, -1, -4, 7%, 2%
# O=C(CCc1ccccc1)N1CCN(Cc2ccc(F)cc2Cl)CC1 in the list: -5%, ?, 1, -3, 1%, 154%[activator]

# Structural class: those above with a Cl atom.
compound	Giardia FBPA inh	Pf growth 48h	CHX counter	Shiga toxin inh	HCV inh	Pf growth 96h
CCOC(=O)c1nn(-c2ccc(Cl)cc2)c(=O)c(C#N)c1C	-4%	-18%	-2	/	-2%	1%
O=C(CCc1ccccc1)N1CCN(Cc2ccc(F)cc2Cl)CC1	-5%	?	1	-3	1%	154%[activator]
Cc1c(C#N)c(N)nc(Cl)c1C#N	2%	?	8	-15	-24%	-28%

# Later entries.
compound	Giardia FBPA inh	Pf growth 48h	CHX counter	Shiga toxin inh	HCV inh	Pf growth 96h
COc1cc(C(=S)N2CCOCC2)cc(OC)c1OC(=O)c1ccccc1[N+](=O)[O-]	6%	11%	-2	-4	16µM*	-9%
C/C(=N/NC(=O)C1COc2ccccc2O1)c1ccco1 (stereo unspecified)	5%	25%	4	3	35%[activator]	?
O=C(c1cc(C(=O)NCc2ccccc2)c(=O)n(Cc2ccccc2)c1)c1cc(Cl)ccc1O	-6%	2.3µM*	7	-11	?	0.66µM*
O=C(COC(=O)CSc1cc(Cl)ccc1Cl)Nc1ncc(C(F)(F)F)cc1Cl	-5%	12%	-2	-6	-9%	29%
COC(=O)c1nnn(CC(=O)Nc2cccc(Cl)c2)c1C(=O)OC	1%	11%	-3	22	21%	-4%
CCOC(=O)c1nn(-c2cccc(Cl)c2)c(C)c1C(C)=O	0%	-14%	0	-21	-3%	/
CC1(C)Cc2cccc(OCC(=O)OCC(=O)Nc3cccc(S(N)(=O)=O)c3)c2O1	-4%	-6%	-4	-5	15%	-8%
Cc1c(-c2ncn[nH]2)sc(C#N)c1-c1ccccc1	9%	7%	5	-3	-27%	5%
CC(NC(=O)c1cccc(C(F)(F)F)c1)C(c1ccccc1)N1CCOCC1 (stereo unspecified)	-10%	?	-1	-9	8%	?
COc1cccc(CNc2ccc(S(=O)(=O)N3CCN(C)CC3)cn2)c1	/	-18%	/	/	1%	?
O=c1ccccn1Cc1ccccc1F	1%	16%	-1	2	6%	5%
O=C(Nc1cccc(NC(=O)c2ccc([N+](=O)[O-])o2)c1)c1ccco1	-6%	9.3µM*	7	22	?	-3%
CC(=O)Nc1ccc(NC(=O)CSc2ccccn2)cc1	4%	10%	10	9	6%	273%[activator]
Cc1noc(C)c1C(=O)OC(C)C(=O)N1CCc2ccccc21 (stereo unspecified)	/	-2%	/	/	6%	-7%
Cc1ccc(S(=O)(=O)NCCC(=O)NNC(=O)COc2ccc(Br)cc2)cc1C	/	-30%	/	/	-5%	?

# Only Pf growth 96h, Pf growth 48h and Giardia FBPA inh, for 3 of the compounds above:
Structure	Pf growth 96h	Pf growth 48h	Giardia FBPA inh
CN(Cc1ccccc1)c1ncnc2sccc12	-1%	11%	-3%
O=c1ccccn1Cc1ccccc1F	5%	16%	1%
Cc1c(-c2ncn[nH]2)sc(C#N)c1-c1ccccc1	5%	7%	9%

# Next section
compound	Giardia FBPA inh	Pf growth 48h	CHX counter	Shiga toxin inh	HCV inh	Pf growth 96h
Cc1sc2ccccc2[n+]1CC(=O)c1ccccc1	22%	72%[activator]	-3	/	-16%	-1%
CCc1ccc(C(=O)NNc2ccc(S(N)(=O)=O)cc2)cc1	-1%	29%	1	14	-6%	26%
CCOC(=O)Cc1cn(C(=O)OC(C)(C)C)c2ccccc12	/	?	/	/	5%	?
O=C(/C=C/Nc1ccc(F)cc1)c1ccc(Br)cc1	0%	i	30*	116*	2%	3%
O=C1NC(=S)N(c2ccccc2F)C(=O)/C1=C\c1cccs1	-5%	2%	-3	-14	3%	61%[activator]
COc1ccccc1NC(=O)Cc1nnc(SCC(=O)Nc2nccs2)n1C	2%	-7%	-1	29	4%	1%
Cc1occc1-c1nnc(SCC(=O)c2cc3ccccc3oc2=O)o1	0%	/	-2	-3	?	-4%
COc1cc(NC(=O)c2ccc(COc3ccccc3Br)o2)cc(OC)c1OC	-5%	?	6	23	5µM*	17%
CCOC(=O)C1CCN(C(=O)/C=C/c2ccccc2)CC1	5%	i	33	73*	15%	12%
O=C(c1cccc(Br)c1)c1cn(-c2ccccc2)nc1C(=O)c1ccccc1	2%	4.7µM*	5	29	?	?
Cn1c(-c2ccc(Cl)cc2)cnc1N	-5%	?	10	20	?	/
O=C(CCn1c(=O)sc2ccccc21)NCc1ccccc1	2%	/	10	28	15%	37%[activator]
CC(=O)Nc1ccc(NC(=O)C(C)Sc2nc3ccccc3c(=O)n2CC2CCCO2)cc1 (stereo unspecified)	/	?	/	/	-19%	-18%
O=C(c1cnc(Cl)c(Cl)c1)N1CCN(S(=O)(=O)c2ccc3ccccc3c2)CC1	/	-10%	/	/	11µM*	-2%
C=CCn1c(SCC(=O)c2cccs2)nc2sc(CC)cc2c1=O	7%	/	-3	-15	3.2µM*	-13%
CCn1cc(CNC(=O)/C=C/c2ccc([N+](=O)[O-])cc2)c(C)n1	0%	6%	-1	-3	-11%	-1%
O=C(NCc1cccs1)C(=O)NCC1OCCCN1S(=O)(=O)c1cccs1 (stereo unspecified)	3%	4%	1	-6	3%	?
CC(NC(=O)C1CC1)C(c1cccs1)N1CCOCC1 (stereo unspecified)	6%	-3%	7	-8	10%	57%[activator]
Cn1c(=O)n(CCN2CCOCC2)c(=O)c2c1nc1n2CCN1c1ccc(Oc2ccccc2)cc1	-6%	3%	-4	-5	-1%	35%[activator]
Cc1ccc(C(=O)N/C(=C\c2ccco2)C(=O)NCCCN2CCOCC2)cc1C	/	17%	-2	4	16%	4%
Cc1cccc(C)c1NC(=O)c1ccc(N2CCCC2=O)cc1	/	4%	/	/	7%	30%
O=C(Nc1ccc(Cl)cc1F)C1CCN(S(=O)(=O)c2cccc3nonc23)CC1	-2%	-9%	-2	4	?	?
CCc1ccc(C(=O)/C=C2\Sc3ccccc3NC2=O)cc1	-10%	69%[activator]	50*	88*	?	37%[activator]
Nc1nc(SCC(=O)N2CCN(S(=O)(=O)c3ccc(Cl)cc3)CC2)n[nH]1	0%	143%[activator]	6	-5	-10%	-10%
COC(=O)C1=CCCN(C)C1	8%	1%&-3%	3	4	-2%	?
Cc1cccc(NC(=O)c2cccc(S(=O)(=O)N3CCCC3)c2)n1	/	?	/	/	7%	?
C/C(CC1(O)C(=O)Nc2ccccc21)=N\O (stereo unspecified)	6%	/	-1	-19	15%	-15%
Cc1cc(C)c(NC(=O)CSCc2nc3sc(C)c(C)c3c(=O)[nH]2)c(Cl)c1	/	?	/	/	-7%	-31%
CCOc1ccc(NC(=S)NC(=O)c2cccnc2)c([N+](=O)[O-])c1	8.9µM*	-8%	8	5	-5%	?
COc1c(C(=O)Nc2c(C)n(C)n(-c3ccccc3)c2=O)ccc2ccccc12	0%	14%	0	22	11%	/
Cc1ccc(OCC(=O)N[C@@H](C)c2nnc3ccccn23)cc1C	5%	-4%	-3	-5	13%	19%
COc1ccc(C(=O)NCCc2cn3ccccc3n2)cc1	0%	23%	18	43*	-10%	-17%
NC1=NC(=O)/C(=C\c2cccnc2)S1	0%	8%	-1	-10	7%	9.3µM*
COc1cccc(NC(=O)CN(C)C(=O)Cc2n[nH]c(=O)c3ccccc23)c1	/	-23%	/	/	5%	-3%
COc1ccc(S(=O)(=O)N(C)c2ccc(C(=O)Nc3c(C)n(C)n(-c4ccccc4)c3=O)cc2)cc1	8%	14%	1	-9	5%	1%
CC(=O)OC(/C(O)=C(\C#N)c1nc2ccccc2[nH]1)c1ccccc1 (stereo unspecified)	-23%	?	10	18	-18%	9.3µM*
CC(=O)Nc1ccc(CN2CCCN(C)CC2)cc1	?	7%	0	-8	12%	134%[activator]
Cc1ccccc1NC(=O)C(=O)NNC(=O)COc1ccc2ccccc2c1	11%	38%[activator]	-2	-2	15%	?
COc1ccc(CNC(=O)CCCn2nc(C)c([N+](=O)[O-])c2C)cc1OC	-2%	-41%	47*	189*	-7%	173%[activator]
Cc1ccc(COC(=O)Cc2coc3cc(O)ccc23)cc1	-20%	14%	13	12	-19%	4%
O=C(Cc1ccccc1)NN1CCCCC1	2%	11%	0	-14	10%	14%
COc1ccc(NC(=O)CSc2nnc(Cn3cnc4ccccc43)o2)cc1	5%	?	9	-19	30%	-33%
Cc1ccc(S(=O)(=O)N2CCN(CCc3ccccc3)CC2)c(C)c1	20µM*	-20%	-2	4	?	-4%
CCOC(=O)c1ccc2c(c1)[nH]c(=S)n2CC	-15%	59%[activator]	29*	88*	5%	-5%
CCOc1ccc(N2C(=O)c3cccnc3C2Nc2ccc(Cl)cc2)cc1 (stereo unspecified)	-1%	?	2	-1	?	0%
